# Source: PubChem
# bIAP activator: intestinal alkaline phosphatase (bovine) activation. purified bovine IAP, CDP-star luminescence, 30 min; stronger effect = higher value; fold of DMSO-control signal, blank-subtracted. activation factor at 20 µM. 0.17% of 200,000 active;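 active = activation factor of 2 or more at 20 µM, a signal rise over negative controls twice the positive control's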
# PMI act hi M6P: increases human PMI activity with near-saturating mannose 6-phosphate. coupled PMI enzyme assay, resazurin fluorescence, 20 min; stronger effect = higher value; 1 = untreated enzyme, 0 = substrate-free blank. activation factor at 20 µM. 0.34% of 190,000 active. AID 1216;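 active = activation factor of 2 or more at 20 µM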
# Target sequence (P34949 whole entry, looked up): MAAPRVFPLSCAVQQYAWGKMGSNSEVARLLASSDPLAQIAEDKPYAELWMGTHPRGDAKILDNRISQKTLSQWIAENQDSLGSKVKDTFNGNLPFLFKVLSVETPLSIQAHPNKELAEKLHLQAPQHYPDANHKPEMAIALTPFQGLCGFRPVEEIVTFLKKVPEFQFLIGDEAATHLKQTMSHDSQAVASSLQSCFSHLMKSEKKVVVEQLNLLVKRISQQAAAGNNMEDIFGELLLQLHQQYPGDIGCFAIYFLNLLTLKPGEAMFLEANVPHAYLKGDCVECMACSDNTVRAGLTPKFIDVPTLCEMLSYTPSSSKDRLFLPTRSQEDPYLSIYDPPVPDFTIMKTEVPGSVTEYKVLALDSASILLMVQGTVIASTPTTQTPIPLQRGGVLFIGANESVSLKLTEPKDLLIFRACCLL
#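 Test system: Human PMI in coupled enzyme assay | Input: 15 ng/mL PMI | Medium: HEPES-buffered pH 7.4 with magnesium and detergent | Compound: One concentration, 20 µM, in 1% DMSO | Incubation: Enzyme reaction with compound 20 min at room temperature | Detection: Diaphorase-driven resazurin-to-resorufin fluorescence, excitation 544, emission 590 nm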
# APP 5'UTR act: APP 5'UTR luciferase reporter activation. activation, % at 2 µM. 1% of 190,000 active. SH-SY5Y APP 5'UTR luciferase reporter, luminescence; zero percent = DMSO vehicle wells;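 active = activation above a set limit, based on mean plus 3 SD of controls, cut at about 140% in these data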; also: values of inactives mirror those of a sister screen read the other way
# PMI act: phosphomannose isomerase (human) activation | purified human PMI, coupled resazurin fluorescence, 20 min; stronger effect = higher value; 1 = vehicle control, 0 substrate-free wells | activation factor at 20 µM | 0.005% of 190,000 active | AID 1214;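 active = activation factor of 2 or more at 20 µM, relative to plate controls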
# TNAP inh hiacc: inhibitors of human TNAP at high phosphate acceptor concentration. P05186. purified TNAP, CDP-star luminescence, 1 M DEA. inhibition, % at 20 µM. 0.03% of 200,000 active. AID 1135;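 active = over 50% inhibition of tissue-nonspecific alkaline phosphatase at 20 µM in the single-dose screen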;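 also: plate controls were DMSO wells for no effect and EDTA-quenched wells as full inhibition for full effect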
# Target sequence (P05186 whole entry, looked up): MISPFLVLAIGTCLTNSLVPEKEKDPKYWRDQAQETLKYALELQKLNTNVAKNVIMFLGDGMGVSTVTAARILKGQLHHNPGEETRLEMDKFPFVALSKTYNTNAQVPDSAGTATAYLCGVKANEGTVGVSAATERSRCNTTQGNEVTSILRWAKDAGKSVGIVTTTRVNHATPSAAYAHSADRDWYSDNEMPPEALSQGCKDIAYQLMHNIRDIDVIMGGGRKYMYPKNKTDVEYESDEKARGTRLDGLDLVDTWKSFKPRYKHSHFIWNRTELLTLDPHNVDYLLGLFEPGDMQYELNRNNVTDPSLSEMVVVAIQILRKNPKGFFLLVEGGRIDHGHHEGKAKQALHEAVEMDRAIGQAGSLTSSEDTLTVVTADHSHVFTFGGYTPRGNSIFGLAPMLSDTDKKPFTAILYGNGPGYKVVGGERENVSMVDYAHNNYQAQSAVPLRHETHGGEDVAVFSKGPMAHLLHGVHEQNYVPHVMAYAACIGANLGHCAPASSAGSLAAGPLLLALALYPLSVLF
# FLuc act counter: affects firefly luciferase, flagging false hits in luciferase stimulation screens. AID 1027. 200,000 tested, under 10 active. P08659. activation factor at 10 µM. ATPlite luciferase biochemical, luminescence, 10 min; 0 = ATP-free wells, 1 = DMSO control;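 active = luciferase activation factor, scaled between plate controls, of at least 2 with compound at 10 µM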
#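 Assay system – cell-free luciferase reagent · Medium – PBS-based ATP solution · Dosing – test compounds dosed from 2 mM stocks in 100% DMSO · Timing – 10 min, room temperature · Technique – light output (luminescence) · Measure – luminescence gain marking luciferase activators · Controls – No-ATP low control, compound-free enzyme-plus-ATP high control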
# FLuc inhib CS: counter-screen for luciferase assay inhibitors: firefly luciferase inhibition | P08659 | ATPLite firefly luciferase biochemical luminescence, 10 min | inhibition, % at 10 µM | 1.5% of 200,000 active | AID 1006;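 active = inhibition above about 50% when tested at 10 µM, limit read from the data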
# TNAP inh no acc: TNAP (human) inhibition, acceptor-free conditions. P05186. purified TNAP, CDP-star luminescence, 30 min. inhibition, % at 20 µM. 0.26% of 200,000 active. AID 1012;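 active = tissue-nonspecific alkaline phosphatase inhibition above about 50% at 20 µM in the single-dose screen, limit read from the data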;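 also: 0% = DMSO negative control and 100% = EDTA positive control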
# TNAP act hiacc: activators of human TNAP at high phosphate acceptor concentration | purified TNAP, CDP-star luminescence, 1 M DEA, 30 min; stronger effect = higher value; 0 = EDTA background, 1 = DMSO-only activity | activation factor at 20 µM | 200,000 tested, under 10 active;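 active = activation factor at least 2 at 20 µM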
#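 Test system – human TNAP · Doses – 20 µM single point · Incubation – 30 min, room temperature · Signal – luminescent substrate turnover signal · Read-out basis – activation factor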
# NF-kB neuron act: compounds increasing NF-kB expression in human neuronal cells; NF-kB reporter expression; stronger effect = higher value; fold change at 12.5 µM; 1.6% of 190,000 active; AID 1239; in the data active = fold change above about 3.3
# An asterisk follows results filed as active.
# The first seven compounds, to show the layout:
SMILES | APP 5'UTR act | TNAP inh no acc | TNAP inh hiacc | PMI act hi M6P | PMI act | bIAP activator | FLuc inhib CS | TNAP act hiacc | NF-kB neuron act | FLuc act counter
C=CCNC(=S)N/N=C/c1ccc(N(CC)Cc2ccccc2)cc1 | -10 | -19 | 2 | 0.9 | 0.9 | 1 | -10 | 1 | 0.96 | 1.1
Cc1occc1C(=O)NCCCc1ccccc1 | 16 | -2 | -1 | 1 | 1 | 0.9 | -7 | 1 | 1.7 | 1.1
CCc1cccc(CC)c1NC(=S)NCc1nc2ccccc2[nH]1 | 3 | -74 | -4 | 1.1 | 1 | 1.3 | -3 | 1 | 1.3 | 1
COc1cc(Cl)c(C)cc1NC(=O)CCCN1C(=O)CCC1=O | -9 | -12 | -8 | 1.1 | 1 | 0.9 | -4 | 1.1 | 1.1 | 1
O=C(CSc1ccc2c(c1)OCCO2)Nc1ncc(Cl)cc1Cl | -46 | -1 | -4 | 1 | 1 | 0.8 | -11 | 1 | 0.8 | 1.1
CCOc1cc(N2CCOCC2)c(OCC)cc1NC1=NCCCCC1 | 5 | -16 | -2 | 0.5 | 0.8 | 0.7 | -4 | 1 | 0.78 | 1
CCOC(=O)CNC(=O)CSc1nc2sc(C)c(C)c2c(=O)n1C | -1 | -6 | -5 | 1 | 1 | 1 | -7 | 1.1 | 0.86 | 1.1

# Results, repeating the preview:
SMILES | APP 5'UTR act | TNAP inh no acc | TNAP inh hiacc | PMI act hi M6P | PMI act | bIAP activator | FLuc inhib CS | TNAP act hiacc | NF-kB neuron act | FLuc act counter
C=CCNC(=S)N/N=C/c1ccc(N(CC)Cc2ccccc2)cc1 | -10 | -19 | 2 | 0.9 | 0.9 | 1 | -10 | 1 | 0.96 | 1.1
Cc1occc1C(=O)NCCCc1ccccc1 | 16 | -2 | -1 | 1 | 1 | 0.9 | -7 | 1 | 1.7 | 1.1
CCc1cccc(CC)c1NC(=S)NCc1nc2ccccc2[nH]1 | 3 | -74 | -4 | 1.1 | 1 | 1.3 | -3 | 1 | 1.3 | 1
COc1cc(Cl)c(C)cc1NC(=O)CCCN1C(=O)CCC1=O | -9 | -12 | -8 | 1.1 | 1 | 0.9 | -4 | 1.1 | 1.1 | 1
O=C(CSc1ccc2c(c1)OCCO2)Nc1ncc(Cl)cc1Cl | -46 | -1 | -4 | 1 | 1 | 0.8 | -11 | 1 | 0.8 | 1.1
CCOc1cc(N2CCOCC2)c(OCC)cc1NC1=NCCCCC1 | 5 | -16 | -2 | 0.5 | 0.8 | 0.7 | -4 | 1 | 0.78 | 1
CCOC(=O)CNC(=O)CSc1nc2sc(C)c(C)c2c(=O)n1C | -1 | -6 | -5 | 1 | 1 | 1 | -7 | 1.1 | 0.86 | 1.1
Cn1c(=O)[nH]c(=O)c2c1nc(N1CCNCC1)n2Cc1cccc2ccccc12 | 1 | -4 | -3 | 0.9 | 0.9 | 1 | -9 | 1 | 1.1 | 1.1
COc1ccc(C2C(C#N)=C(N)N(c3cccnc3)C3=C2C(=O)CCC3)cc1Cn1cc([N+](=O)[O-])cn1 (configuration not stated) | 10 | -2 | -2 | 0.5 | 0.9 | 1 | -11 | 1 | 1.4 | 1.1
Cc1nn(CC(=O)Nc2ccccc2)c(=O)c2ccccc12 | -27 | -9 | 0 | 0.9 | 1 | 0.9 | -4 | 1 | 1.2 | 1
COc1cccc(N2CCN(CC(=O)Nc3nnc(-c4ccccc4)s3)CC2)c1 | 13 | 0 | -8 | 1 | 1 | 1.2 | -6 | 1.1 | 0.96 | 1.1
CC1CC(C)(C)NCc2ccccc21 (configuration not stated) | -8 | -14 | -8 | 1 | 1.1 | 0.9 | -6 | 1.1 | 1 | 1.1
Clc1ccc(Cl)c2sc(N3CCCC3)nc12 | 8 | -10 | -6 | 1 | 1 | 1 | -2 | 1.1 | 1.2 | 1
CCOC(=O)C1=C(N)N(c2ccc(N3CCCCC3)cc2)C(=O)C1 | -1 | -7 | -5 | 0.9 | 1 | 1.1 | -4 | 1.1 | 1.1 | 1
COc1ccc(S(N)(=O)=O)cc1C(=O)NCCCN1CCN(c2cccc(Cl)c2)CC1 | -6 | -11 | -3 | 1.1 | 1.1 | 0.9 | -11 | 1 | 0.85 | 1.1
C=CCOc1ccc(CN(C)Cc2nc3cc(C(F)(F)F)ccc3c(=O)[nH]2)cc1 | 3 | -21 | -3 | 0.9 | 0.9 | 1.1 | -3 | 1 | 1.1 | 1
Nc1ccccc1Oc1c(F)c(F)c(Oc2ccccc2N)c(F)c1F | 17 | -6 | -2 | 0.8 | 0.8 | 1 | -3 | 1 | 1.2 | 1
Cc1ccc(C2=NN=C(NC(=O)CSc3nnc4c5ccccc5n(C)c4n3)SC2)cc1 | 12 | 5 | 2 | 1 | 1 | 0.9 | 7 | 1 | 1.6 | 0.9
C=CCOc1ccccc1CN1CCSCC1 | -1 | -9 | -3 | 0.9 | 0.9 | 0.9 | -5 | 1 | 0.94 | 1.1
C=CCN1C(=O)NC2(CCCCC2)C1=O | 4 | -14 | -7 | 1 | 1.1 | 0.9 | -5 | 1.1 | 1 | 1.1
COc1ccc(CC(C#N)(CO)c2nc3ccccc3[nH]2)cc1 (configuration not stated) | -2 | -11 | 5 | 0.9 | 0.9 | 0.9 | -2 | 1 | 0.9 | 1
COc1ccc(-c2cc3ccccc3n2CC(O)CNCCO)cc1 (configuration not stated) | 2 | -6 | -2 | 0.9 | 1 | 1.1 | 0 | 1 | 1.3 | 1
CC1=NN(C(=O)c2ccc(Cn3nc(C)c([N+](=O)[O-])c3C)o2)C(O)(C(F)(F)F)C1 (configuration not stated) | 0 | -16 | -6 | 1 | 1 | 0.9 | -4 | 1.1 | 1 | 1
NC(=S)N/N=C1\CC(n2nnn(-c3cccc(Cl)c3)c2=S)C2COC1O2 (configuration not stated) | 7 | -10 | -7 | 0.9 | 0.8 | 1.1 | -6 | 1.1 | 1.2 | 1.1
Cc1cc(C)n(CCO)c(=O)n1 | -1 | -8 | 2 | 1.2 | 1.1 | 0.8 | -6 | 1 | 0.68 | 1.1

# Limited to TNAP inh no acc, PMI act hi M6P and PMI act, for 2 of the compounds above:
Molecule,TNAP inh no acc,PMI act hi M6P,PMI act
COc1cc(Cl)c(C)cc1NC(=O)CCCN1C(=O)CCC1=O,-12,1.1,1
O=C(CSc1ccc2c(c1)OCCO2)Nc1ncc(Cl)cc1Cl,-1,1,1

# A few values from the results shown.
# Cc1nn(CC(=O)Nc2ccccc2)c(=O)c2ccccc12 – APP 5'UTR act = -27
# COc1cccc(N2CCN(CC(=O)Nc3nnc(-c4ccccc4)s3)CC2)c1 – TNAP inh hiacc = -8

# More compounds:
SMILES | APP 5'UTR act | TNAP inh no acc | TNAP inh hiacc | PMI act hi M6P | PMI act | bIAP activator | FLuc inhib CS | TNAP act hiacc | NF-kB neuron act | FLuc act counter
O=C(CN1C(=O)c2ccccc2S1(=O)=O)NC1CC2CCC1C2 (configuration not stated) | 12 | -11 | -6 | 0.9 | 1 | 0.9 | -6 | 1.1 | 0.98 | 1.1
CCOC(=O)CSc1nc2cccnc2n1-c1ccc(F)cc1 | 3 | -2 | -3 | 0.9 | 1 | 0.9 | -8 | 1 | 1.2 | 1.1
O=C(Cn1cnc2c(nnn2-c2ccccc2)c1=O)NCCc1ccccc1 | -7 | -10 | -2 | 0.9 | 1 | 0.9 | -5 | 1 | 1 | 1
COc1cc(NC(=S)N2CCCC(C)C2)cc(OC)c1OC (configuration not stated) | 12 | -12 | -6 | 0.9 | 1 | 1.1 | -9 | 1.1 | 1.1 | 1.1
CCCC(=O)Nc1ccc2c(c1)nc1n2CCSC1 | 9 | -2 | -2 | 0.9 | 0.8 | 1.1 | 5 | 1 | 0.99 | 0.9
COc1cccc(C(=O)C2=NN(C(C)=O)CC2c2ccco2)c1 (configuration not stated) | 3 | -8 | -1 | 0.9 | 1 | 1 | -7 | 1 | 1 | 1.1
CCOC(=O)C1CCCN(C(=O)c2ccc(CS(=O)(=O)c3ccc(Br)cc3)o2)C1 (configuration not stated) | 15 | -2 | -5 | 0.9 | 0.9 | 1.1 | -7 | 1 | 0.93 | 1.1
O=C(Nc1ccc2c(c1)CCC2)c1cnn2c1NC(c1ccco1)CC2C(F)(F)F (configuration not stated) | 31 | 8 | -1 | 1.1 | 1.1 | 0.9 | -9 | 1 | 0.55 | 1.1
Cc1ccc(S(=O)(=O)N2CCC(C(=O)N[C@@H](C)C(=O)NC3CCCCC3)CC2)cc1 | 1 | -12 | -9 | 0.9 | 1 | 0.9 | -8 | 1.1 | 1.1 | 1.1
CC(=O)Nc1cccc(NC(=O)CSc2ncc(-c3ccccc3)[nH]2)c1 | 9 | -6 | -5 | 1.1 | 0.9 | 1.1 | -4 | 1 | 1.1 | 1
CC1(C)Cc2c(c(N3CCCC3)[nH]c(=S)c2C#N)CO1 | -5 | -12 | 0 | 1.9 | 1.5 | 0.8 | 2 | 1 | 1.1 | 1
CC(=O)N(C)c1ccc(C(O)(C(F)(F)F)C(F)(F)F)cc1 | -3 | -6 | 5 | 1 | 1 | 1 | -2 | 1 | 1.2 | 1
Cc1ccc(CN2C(=O)/C(=C\c3ccc(C(=O)NCc4cccnc4)cc3)Oc3ccccc32)cc1 | -72 | -7 | 4 | 1.2 | 1 | 1 | -4 | 1 | 1.1 | 1
Cc1ccc(OCC(=O)NCc2cccs2)cc1 | -7 | -7 | -3 | 0.9 | 0.9 | 0.9 | -1 | 1 | 1.1 | 1
